# Bioassay records deposited in PubChem by Johns Hopkins Ion Channel Center.
# TMEM16A inh: mouse TMEM16A channel inhibition, primary screen; Q8BHY3; HEK293 TMEM16A/YFP iodide influx fluorescence, ionomycin; normalized B-score (activity score, 25-100; higher = stronger inhibition) at 10 µM; 310,000 compounds, 1.2% hits; AID 588511;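 active = ratio plate-corrected score three or more library SD toward inhibition, starting fluorescence score within five deviations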;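 note: score derived from kinetic fluorescence span divided by baseline fluorescence per well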
# KCNQ1 act: potentiators or activators of human KCNQ1 potassium channel | 310,000 compounds, 0.35% hits | AID 2648 | B-score at 10 µM | CHO-K1 KCNQ1, thallium flux FluxOR fluorescence; active compounds read high;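 active = fluorescence ratio B-score, a plate-corrected score, at least three library SD, with initial intensity B-score within 5 SD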
#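 Test system: CHO-K1 cells stably expressing KCNQ1 / Medium: assay buffer / Also added: depolarizing K+/Tl+ stimulus, K2SO4 and Tl2SO4 each 12.5 mM in 5x stock / Incubation: 90 min dye loading and 20 min compound exposure, both at room temperature / Signal: thallium influx via FluxOR fluorescence, kinetic imaging / Evaluation: B score of baseline-normalized fluorescence ratio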
# TMEM16A act: activators or potentiators of mouse TMEM16A chloride channel | Q8BHY3 | HEK293 TMEM16A/YFP-H148Q/I152L, iodide quench fluorescence; active compounds read low | B-score at 10 µM | 340,000 compounds, 0.3% hits;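 active = fluorescence-ratio B-score plate-corrected deviation score at least 3 library SD below zero, with starting fluorescence score within 5 deviations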;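 note: channel opened by trigger with iodide after compound preincubation; score built on the fluorescence ratio of max minus min over baseline; more negative score means more quench and so TMEM16A activation or potentiation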
# MrgX1 agonist: human MrgX1 receptor agonism, primary screen; B-score at 10 µM; 310,000 compounds, 0.44% hits; Q96LB2; MrgX1-HEK293 cells, Fluo-4 calcium fluorescence, agonist mode; active compounds read high;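 active = calcium response B-score plate-corrected fluorescence ratio at least 3 library SD, with starting fluorescence B-score inside 5 SD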
# Target sequence (Q96LB2 whole entry, looked up): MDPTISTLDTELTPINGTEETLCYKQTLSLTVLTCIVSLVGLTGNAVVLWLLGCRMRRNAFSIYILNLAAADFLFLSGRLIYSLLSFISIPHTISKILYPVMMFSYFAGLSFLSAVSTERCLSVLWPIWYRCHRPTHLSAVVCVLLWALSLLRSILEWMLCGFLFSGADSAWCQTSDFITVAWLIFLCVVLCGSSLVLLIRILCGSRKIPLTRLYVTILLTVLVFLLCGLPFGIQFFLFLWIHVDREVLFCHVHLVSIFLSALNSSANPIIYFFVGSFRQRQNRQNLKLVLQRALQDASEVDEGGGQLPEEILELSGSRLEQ
#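 Material: HEK293 cells stably expressing human MrgX1 receptor | Quantity: 15,000 cells per well | Times: Cells plated overnight, dye loaded 0.5 h 37 °C, 0.5 h room temperature | Measured by: Kinetic Fluo-4 NW fluorescence of intracellular calcium | Control set: Positive and negative controls per plate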
# RGS4 block: human RGS4 inhibition; P49798; HEK293 M3R/RGS4 inducible, Fluo-4 calcium flux; active compounds read high; triggered by carbachol at its EC20; B-score at 10 µM; 310,000 compounds, 0.45% hits; AID 463165;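 active = B-score, a plate-corrected calcium signal, over three deviations above library mean, with baseline fluorescence within five deviations of library mean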;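 note: RGS4 expression induced by doxycycline in cells with stable M3 receptor; B-score is computed from the integrated fluorescence ratio over baseline after carbachol; higher B-score means a larger calcium signal and so more RGS4 inhibition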
# Target sequence (P49798 whole entry, looked up): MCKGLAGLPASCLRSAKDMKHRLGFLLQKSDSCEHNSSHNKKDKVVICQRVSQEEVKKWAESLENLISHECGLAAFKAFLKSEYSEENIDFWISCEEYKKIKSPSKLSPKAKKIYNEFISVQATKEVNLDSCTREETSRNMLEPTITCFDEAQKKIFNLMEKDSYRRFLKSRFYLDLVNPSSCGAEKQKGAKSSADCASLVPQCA
# MrgX1 allo act: allosterically activates human MrgX1 receptor signaling; Q96LB2; MrgX1-HEK293, Fluo-4 calcium flux, FDSS; active compounds read high; B-score at 10 µM; 310,000 compounds, 0.63% hits;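 active = plate-corrected calcium response at least 3 library SD above typical, normal starting fluorescence, not activating the receptor alone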;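 note: compound read alongside a low EC10 to EC30 dose of BAM8-22 agonist; peak minus trough fluorescence over baseline measured at the second addition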
# hERG rescue: hERG (human) protection from proarrhythmic block. Q12809. AID 1511. 310,000 compounds, 0.51% hits. CHO-hERG, FluxOR thallium flux, dofetilide IC70 present. activation (rescue from dofetilide block), less the hit threshold, % at 10 µM;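 active = activation above the mean of controls blocked by dofetilide plus 5 SD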;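 note: thallium influx through hERG after potassium depolarization seen as dye fluorescence rise; in these data hits start at about 4.7%; inactives centre near -7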
# RGS4 pot: RGS4 potentiation or activation; HEK293 M3R/inducible RGS4, carbachol calcium flux Fluo4; active compounds read low; B-score at 10 µM; 310,000 compounds, 0.92% hits; AID 463111;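 active = B-score of the integrated calcium signal more than 4 SD below the library mean, with starting fluorescence not abnormally high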;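 note: negative B-score means reduced calcium response which marks RGS4 activation or potentiation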
#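 System: HEK293 FlpIn-TREx cells, stable M3R, doxycycline-inducible RGS4. Timing: overnight RGS4 induction, 30 min dye load 37 °C, 20 min compound RT. Also added: carbachol, ECmax concentration. Measured by: Fluo4 fluorescence kinetic imaging of calcium. Evaluation: integrated calcium ratio converted to B score.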
# KCNQ1 inh: human KCNQ1 channel inhibition; P51787; CHO-K1 KCNQ1, FluxOR thallium flux fluorescence; active compounds read high; B-score at 10 µM; 310,000 compounds, 1.3% hits; AID 2642;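 active = compounds whose thallium flux B-score, printed positive for inhibition, exceeds three library SD while starting fluorescence stays within three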;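 note: channel opened by potassium depolarization with thallium stimulus after 20 min compound exposure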
# KCNK3 inh: human KCNK3 channel inhibition, primary screen. O14649. 340,000 compounds, 0.84% hits. B-score at 10 µM. CHO-KCNK3 thallium flux, FluxOR fluorescence; active compounds read low;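 active = B-score under library mean minus 4 SD, starting fluorescence ratio at most library mean plus 5 SD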;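 note: more negative B-score means stronger inhibition of thallium flux through KCNK3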
# Target sequence (O14649 whole entry, looked up): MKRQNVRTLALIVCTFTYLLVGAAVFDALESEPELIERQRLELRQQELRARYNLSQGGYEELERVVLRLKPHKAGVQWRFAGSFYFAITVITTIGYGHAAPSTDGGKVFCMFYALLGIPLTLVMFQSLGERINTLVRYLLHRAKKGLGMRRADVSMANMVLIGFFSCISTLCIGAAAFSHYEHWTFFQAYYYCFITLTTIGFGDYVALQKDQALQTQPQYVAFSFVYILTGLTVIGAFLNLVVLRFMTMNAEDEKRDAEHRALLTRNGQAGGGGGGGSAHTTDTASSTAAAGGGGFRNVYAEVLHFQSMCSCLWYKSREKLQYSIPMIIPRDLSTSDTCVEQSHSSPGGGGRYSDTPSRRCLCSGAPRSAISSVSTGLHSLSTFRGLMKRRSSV
# KCNK9 inh: blocks the human KCNK9 two-pore domain potassium channel; Q9NPC2; HEK293 KCNK9, FluxOR thallium flux fluorescence; active compounds read low; B-score at 10 µM; 310,000 compounds, 1.2% hits;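 active = ratio B-score over 3 SD below the library mean, with starting fluorescence within 5 SD of its mean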;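 note: negative B-score means less thallium flux so channel inhibition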
# Active calls of the source: *; i = inactive. Not a hit list; any-hit rate near 6.3%.
Structure | TMEM16A inh | KCNQ1 act | TMEM16A act | MrgX1 agonist | RGS4 block | MrgX1 allo act | hERG rescue | RGS4 pot | KCNQ1 inh | KCNK3 inh | KCNK9 inh
O=C(NC1C2CC3CC(C2)CC1C3)c1ccc(Br)o1 (stereo not drawn) | i | i | i | i | i | i | -7 | i | i | i | i
CN(CCc1ccccn1)C(=O)CCC1CCCN(C(=O)c2n[nH]c3c2CCCC3)C1 (stereo not drawn) | i | i | i | i | i | i | -11 | i | i | i | i
CC(=O)Nc1ccc(SCC(=O)N2CCN(S(=O)(=O)c3ccccc3)CC2)cc1 | i | i | i | i | i | i | -4 | i | i | i | i
CC(=O)c1cccc(NC(=O)COc2ccc(S(=O)(=O)N3CCCCC3)cc2)c1 | i | i | i | i | i | i | -9 | i | i | i | i
CSc1ccccc1-n1nnnc1SCc1ccccc1 | i | i | i | i | i | i | -23 | i | i | i | i
Cc1cccc(N(CC(=O)NC2CCCC2)C(=O)c2c(C)noc2C)c1 | i | i | i | i | i | i | -13 | i | i | i | i
c1ccc(CCn2c3ccccc3c3nnc(SCc4ccc5nonc5c4)nc32)cc1 | i | i | i | i | i | i | -18 | i | i | i | i
O=C(CCC(=O)Nc1ccccc1Cl)N/N=C1\CCCc2ccccc21 | i | i | i | i | i | i | -4 | i | i | i | i
O=[N+]([O-])c1cccc(S(=O)(=O)N/N=C/c2ccc(O)cc2)c1 | i | i | i | i | i | 6.6* | -12 | i | i | i | i
CCCCn1cnc2c(sc3nc4c(cc32)CSC(C)(C)C4)c1=O | i | i | i | i | i | i | -8 | i | i | i | i
Cc1ccc(C(=O)CSc2nn3c(=O)c(C(C)(C)C)nnc3s2)cc1 | i | i | i | i | i | i | -4 | i | i | i | i
COc1ccc(N(C(=O)c2ccn[nH]2)C(C(=O)NC(C)(C)C)c2ccc(F)cc2)cc1 (stereo not drawn) | i | i | i | i | i | i | -14 | i | i | i | i
CCc1ccc(C(=O)NC(=S)Nc2ccccc2N2CCOCC2)cc1 | i | i | i | i | i | i | -15 | i | i | i | i
O=C(Nc1cnccn1)c1ccncc1 | i | i | i | i | i | i | -6 | i | i | i | i
COc1ccc(-n2nnnc2SCc2nc(N)nc(N3CCOCC3)n2)cc1 | i | i | i | i | i | i | -10 | i | i | i | i
Cc1ccc(S(=O)(=O)N(C)C)cc1NC(=O)C(C)OC(=O)/C=C/c1cccs1 (stereo not drawn) | i | i | i | i | i | i | -15 | i | i | i | i
Cc1cccc(-c2nc(Nc3ccc(N4CCOCC4)cc3)c3ccccc3n2)c1 | i | i | i | i | i | i | -8 | i | 13* | i | i
CCOc1ccc(Br)cc1S(=O)(=O)Nc1ncn[nH]1 | i | i | i | 32* | i | i | -10 | i | i | i | i
Cc1ccsc1C(=O)OCC(=O)N1CCc2ccccc2C1 | i | i | i | i | i | 8.9* | -13 | i | i | i | i
CCCNC(=O)CC(NS(=O)(=O)c1ccc(NC(C)=O)cc1)C(C)C (stereo not drawn) | i | i | i | i | i | i | -11 | i | i | i | i
Cc1ccc(-n2nc(C)c3c2OC(N)=C(C#N)C3c2cccs2)cc1 (stereo not drawn) | i | i | i | i | i | i | -1 | i | i | i | i
COc1ccc(CCNC(=O)C23CCC(C)(C(=O)C2=O)C3(C)C)cc1OC (stereo not drawn) | i | i | i | i | i | i | -4 | i | i | i | i
Cc1ccc(NC(c2ccccc2)c2nc3ccccc3[nH]c2=O)cc1 (stereo not drawn) | i | i | i | i | i | i | -10 | i | i | i | i
COc1cc(/C=N\NC(=O)c2cccnc2)ccc1OC(=O)c1ccccc1Cl | i | i | i | i | i | i | -4 | i | i | i | i
COc1ccc(/C(O)=C2/C(=O)C(=O)N(CCCN3CCOCC3)C2c2ccc(N(C)C)cc2)cc1 (stereo not drawn) | i | i | i | i | i | i | -6 | i | i | i | i
COc1ccc(C(=O)C[n+]2cc(Br)cc3ccccc32)cc1[N+](=O)[O-] | i | i | i | i | i | i | -15 | i | i | i | i
O=C(CCNC(=O)c1ccc([N+](=O)[O-])cc1)Nc1ccccc1N1CCOCC1 | i | i | i | i | i | i | -19 | i | i | i | i
Clc1cccc(CN2CCCCCC2)c1 | i | i | i | i | i | i | -5 | i | i | i | i
Cn1cc(/C=N/n2cnc3sc4c(c3c2=O)CCCC4)c2ccccc21 | i | i | i | i | i | i | -14 | i | i | i | i
COc1ccccc1N1CCN(/N=C/c2cccc(OC)c2O)CC1 | i | i | i | i | i | i | -7 | i | i | i | i
CC(C)c1ccccc1-n1cc[nH]c1=S | i | i | i | i | i | i | -7 | i | i | i | i
Cn1c(=O)[nH]c(=O)c2c1nc(SCC(O)CO)n2CCCc1ccccc1 (stereo not drawn) | i | i | i | i | i | i | -4 | i | i | i | i
O=c1oc(-c2cccs2)nc2ccc(Cl)cc12 | i | i | i | i | i | i | -3 | i | i | i | i
Cc1nc(NC(=O)C2CCCCC2)sc1C | i | i | i | i | i | i | -8 | i | i | i | i
CC(=O)CCc1ccc(OCCCCn2cncn2)cc1 | i | i | i | i | i | i | -3 | i | i | i | i
Cc1oc2c(c(C)cc3oc(=O)c(CC(=O)NCCCO)c(C)c32)c1C | i | i | i | i | i | i | -3 | i | i | i | i
CCCCCOC(=O)C1C2C=CC3(CN(c4ccccc4C)C(=O)C13)O2 (stereo not drawn) | i | i | i | i | i | i | -13 | i | i | i | i
NS(=O)(=O)c1ccc(CCNC(=O)C(=O)c2cn(CC(=O)N3CCCC3)c3ccccc23)cc1 | i | i | i | i | i | i | -3 | i | i | i | i
Cc1cccc(NC(=O)c2cc3c([nH]c4ccccc43)c(C)n2)c1C | i | i | i | i | i | i | -9 | i | i | i | i
Cc1cc(C(=O)Nc2c(C)nn(Cc3ccc(F)cc3)c2C)on1 | i | i | i | i | i | i | -11 | i | i | i | i
Cc1cc(C)cc(OCC(O)CN2CCC(CN3C(=O)c4cccc5cccc(c45)C3=O)CC2)c1 (stereo not drawn) | i | i | i | i | i | i | -36 | i | 9* | -9.5* | i
COc1ccc(C2SCC(=O)N2Cc2ccccc2)cc1 (stereo not drawn) | i | i | i | i | i | i | -8 | i | i | i | i
CCOc1ccc(OCCn2ccnc2)cc1 | i | i | i | i | i | i | -2 | i | i | i | i
N#Cc1c(-c2ccccc2)cc(-c2ccccc2)nc1SCCC(=O)O | i | i | i | i | i | i | -3 | i | i | i | i
O=C(COc1ccccc1Cl)Nc1ccc(N2CCN(C(=O)c3ccccc3)CC2)cc1 | i | i | i | i | i | i | -9 | i | i | i | i
Cc1cc(S(=O)(=O)NC2CCCCC2)ccc1-n1cnnn1 | i | i | i | i | i | i | -8 | i | i | i | i
C#C[C@]1(O)CCC2C3CCC4=Cc5oncc5CC4(C)C3CCC21C (stereo partly drawn) | i | i | i | i | i | i | -6 | i | i | i | i
Cc1cc(=O)[nH]c(N/N=C/C(C)c2ccccc2)n1 (stereo not drawn) | i | i | i | i | i | i | -17 | i | i | i | i
Cc1ccccc1OCC(=O)NC(C)c1ccccc1 (stereo not drawn) | i | i | i | i | i | i | -5 | i | i | i | i
O=C(CCC1CCCCC1)Nc1cccc(C(=O)Nc2ccc(C(=O)O)cc2)c1 | i | i | i | i | i | i | -5 | i | i | i | i
CC(=O)NCCC1CCN(c2nc3nonc3nc2N(C)Cc2ccccc2)CC1 | i | i | i | i | i | i | -16 | i | i | i | i
O=C(COc1coc(CN2CCN(c3ccc(F)cc3)CC2)cc1=O)NC1CCCC1 | i | i | i | i | i | i | -13 | i | i | i | i
COc1ccc(C2CC(=O)Oc3ccc(C(C)(C)C)cc32)cc1 (stereo not drawn) | i | i | i | i | i | i | -6 | i | i | i | i
CCOc1nc(-c2ccc(Cl)cc2)nc2ccccc12 | i | i | i | i | i | i | -4 | i | i | i | i
C/C(=N\Nc1ccc2nncn2n1)c1ccc(Cl)s1 | i | i | i | i | i | i | -6 | i | i | i | i
COc1cccc(OCC(O)CN2CCN(C)CC2)c1 (stereo not drawn) | i | i | i | i | i | i | 2 | i | i | i | i

# (more compounds)
Structure | TMEM16A inh | KCNQ1 act | TMEM16A act | MrgX1 agonist | RGS4 block | MrgX1 allo act | hERG rescue | RGS4 pot | KCNQ1 inh | KCNK3 inh | KCNK9 inh
COc1ccc(S(=O)(=O)Nc2c3ccccc3nc(=O)n2-c2ccccc2)cc1 | i | i | i | i | i | i | -1 | i | i | i | i
CSc1cccc(NC(=O)C(C)Sc2ccc(C)cc2)c1 (stereo not drawn) | i | i | i | i | i | i | -17 | i | i | i | i
N=c1c(C(=O)NC2CCCCC2)cc2c(=O)n3ccccc3nc2n1Cc1ccco1 | i | i | i | i | i | i | -9 | i | i | i | i
COc1cccc(NC(=S)N2CCN(S(C)(=O)=O)CC2)c1 | i | i | i | i | i | i | -10 | i | i | i | i
COc1ccc(OCc2n(CC(=O)OC3CC(C)CCC3C(C)C)c3ccccc3[n+]2C)cc1 (stereo not drawn) | i | i | i | i | i | i | -37 | i | 10* | -10* | -14*
O=S1(=O)N=C(Oc2ccccc2)c2ccccc21 | i | i | i | i | i | i | -5 | i | i | i | i
COc1nccc(C(F)(F)F)c1C(=O)Nc1ccc(Cl)cc1 | i | i | i | i | i | i | -9 | i | i | i | i
CC(=O)Nc1nc(-c2ccc3c(c2)OCO3)cs1 | i | i | i | i | i | i | -6 | i | i | i | i
S=C(NCc1ccccn1)Nc1ccc(Br)cc1Cl | i | i | i | i | i | i | -18 | i | i | i | i
COc1cccc(-c2c(C(=O)N/N=C/c3ccco3)nnn2-c2nonc2N)c1 | i | i | i | i | i | i | -4 | i | i | i | i
CCS(=O)(=O)N1CCN=C1SCc1ccccc1 | i | i | i | i | i | i | -5 | i | i | i | i
Cc1ccc(OCCNc2ccc(C(F)(F)F)cc2[N+](=O)[O-])cc1 | i | i | i | i | i | i | -7 | i | i | i | i
CCOc1ccccc1NC(=O)CCn1ccnc1 | i | i | i | i | i | i | 1 | i | i | i | i
